hIAP act: increases human intestinal alkaline phosphatase activity. P09923. purified human IAP, CDP-Star luminescence, 30 min; stronger effect = higher value; 1 = vehicle-only enzyme, 0 = enzyme-free background. activation factor at 10 µM. 0.16% of 330,000 active. AID 2524;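 active means activation factor of the enzyme at least 2-fold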; further: the source names both 10 and 20 µM as test concentration; values of inactives mirror those of a sister screen read the other way
Target sequence (P09923 whole entry, looked up): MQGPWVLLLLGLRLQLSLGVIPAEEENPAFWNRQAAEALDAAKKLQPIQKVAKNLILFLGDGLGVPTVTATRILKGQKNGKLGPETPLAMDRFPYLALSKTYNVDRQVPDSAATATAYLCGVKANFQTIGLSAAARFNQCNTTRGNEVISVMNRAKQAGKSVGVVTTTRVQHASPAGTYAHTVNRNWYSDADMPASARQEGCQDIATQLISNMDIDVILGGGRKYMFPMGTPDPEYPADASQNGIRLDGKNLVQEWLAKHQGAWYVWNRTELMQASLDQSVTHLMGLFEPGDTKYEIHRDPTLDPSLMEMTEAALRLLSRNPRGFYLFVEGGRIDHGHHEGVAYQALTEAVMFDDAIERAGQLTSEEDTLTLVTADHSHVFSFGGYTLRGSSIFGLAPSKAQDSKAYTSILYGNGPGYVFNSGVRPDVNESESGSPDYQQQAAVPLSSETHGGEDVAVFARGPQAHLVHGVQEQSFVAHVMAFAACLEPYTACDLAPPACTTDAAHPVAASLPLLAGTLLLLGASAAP
ATG4B inh: inhibitors of human ATG4B cysteine protease; Q9Y4P1; ATG4B cleavage of LC3-PLA2, NBD-HPC fluorescence, 1 h; inhibition, % at 8.33 µM; 0.51% of 340,000 active; in the data active means inhibition above about 40%
Target sequence (Q9Y4P1 whole entry, looked up): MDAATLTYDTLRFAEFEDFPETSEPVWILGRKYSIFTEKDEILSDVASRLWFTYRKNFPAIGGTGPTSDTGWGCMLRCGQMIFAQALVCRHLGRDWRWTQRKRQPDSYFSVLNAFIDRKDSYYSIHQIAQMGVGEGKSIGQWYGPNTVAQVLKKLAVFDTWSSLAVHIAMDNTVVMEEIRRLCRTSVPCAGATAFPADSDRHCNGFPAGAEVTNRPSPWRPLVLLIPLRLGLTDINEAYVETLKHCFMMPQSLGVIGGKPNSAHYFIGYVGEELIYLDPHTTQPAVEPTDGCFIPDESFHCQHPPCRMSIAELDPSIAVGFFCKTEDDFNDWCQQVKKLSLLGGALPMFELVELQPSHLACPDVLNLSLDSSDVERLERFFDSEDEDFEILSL
NALP3 yeast inh: blocks the NALP3 inflammasome reconstituted in yeast; Yeast reconstituted NLRP3/ASC/caspase-1, beta-gal luminescence, 24 h; inhibition, % at 10 µM; 0.39% of 330,000 active;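 active means inhibition of 50% or more; inactive means inhibition below 50%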;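 further: plate controls were induced DMSO wells for no effect and uninduced yeast grown without galactose for full effect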
tim10-1 inh: growth inhibitors of tim10-1 mutant yeast. S. cerevisiae tim10-1 ts strain growth, BacTiter-Glo, 24 h. inhibition, % at 20 µM. 2.2% of 330,000 active;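 active means inhibition of at least 40%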;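 further: mutant grown at 25 °C; 0% = DMSO wells with yeast and 100% = wells holding no yeast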
TIM10 inh: growth inhibitors of TIM10 yeast strain; S. cerevisiae TIM10 strain growth, BacTiter-Glo luminescence, 24 h; inhibition, % at 10 µM; 1.4% of 330,000 active;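 active means inhibition of 40% or more at the single tested concentration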;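 further: wild-type TIM10 isogenic control strain grown at permissive 25 °C; 0% = DMSO yeast wells and 100% = minimal medium wells without yeast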
hIAP block: blocks human intestinal alkaline phosphatase; P09923; purified IAP, CDP-Star luminescence, 30 min; inhibition, % at 10 µM; 0.12% of 330,000 active;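 active means inhibition reaching a set limit with compound at 10 µM in the primary screen, cut at about 35% in these data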;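 further: plate controls were DMSO wells with enzyme for no effect and no-enzyme buffer wells for full effect; values of inactives mirror those of a sister screen read the other way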
mIAP activ: mouse IAP activation | muIAP, CDP-Star luminescence, 30 min; stronger effect = higher value; 1 = vehicle-only enzyme signal, 0 = enzyme-free wells | AID 2805 | activation factor at 10 µM | 0.24% of 330,000 active;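 active means activation factor of at least 2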; further: the source names both 10 and 20 µM as test concentration; values of inactives mirror those of a sister screen read the other way
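also added = chemiluminescent substrate CDP-Star | test system = mouse IAP enzyme | signal = chemiluminescence readout | compound = DMSO-dissolved test compounds | incubation = 30 min at room temperature | benchmarks = DMSO wells, no-enzyme wells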
mIAP block: blocks mouse intestinal alkaline phosphatase; 0.2% of 330,000 active; inhibition, % at 10 µM; purified mouse IAP, CDP-Star luminescence, 30 min;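 active means inhibition of at least 40% at 10 µM in the primary screen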;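 further: plate controls were DMSO with enzyme for no effect and no enzyme wells for full effect; values of inactives mirror those of a sister screen read the other way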
Apaf1 inhib: blocks human Apaf-1 apoptosome activity. O14727. reconstituted apoptosome caspase-3 activity, DEVD-Rh110 fluorescence. inhibition, % at 20 µM. 0.71% of 330,000 active. AID 489030; active means inhibition of at least 40% at 20 µM;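 further: plate controls were DMSO wells for no effect and DEVD-CHO caspase inhibitor wells for full effect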
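detection = Rh110 fluorescence intensity | test system = biochemical Apaf-1 apoptosome reconstitution | also added = cytochrome c and DEVD-Rh110 substrate | schedule = 30 min plus 50 min, RT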
An asterisk follows results filed as active. Hits appear at their usual frequency. Share with any hit: about 4.5%.

1: O=C(OCC(=O)N1CCOCC1)c1cccc(S(=O)(=O)N2CCCc3ccccc32)c1
2: COc1ccc(C(=O)Nc2ccccc2C(=O)O)cc1NC(=O)C(c1ccccc1)c1ccccc1
3: Cc1cc(CNC(=O)Cc2ccccc2)c2ccccc2n1
4: COc1ccc(C(=O)Nc2cc(C(C)=O)c(C)oc2=O)cc1
5: N#C/C(=N/O)c1nc(-c2ccc(F)cc2)cs1
6: COc1ccc2nc(SCC(=O)NC3(C#N)CCCCC3)[nH]c2c1
7: O=C(NCCCN1CCOCC1)c1cc2ccccc2oc1=O
8: Cc1ccc(-n2ncc3c(NCc4ccc5c(c4)OCO5)ncnc32)c(C)c1
9: O=S(=O)(Cc1ccccc1)NCC1CCCO1 (centres undefined)
10: CCc1ccc(NC(=O)CNC(=O)c2cn(-c3ccccc3OC)c(=O)c3ccccc23)cc1

Screen / compound no.,1,2,3,4,5,6,7,8,9,10
Apaf1 inhib,-15,1,-25,-3,2,0,-2,12,-6,23
tim10-1 inh,19,9,0,27,27,-8,9,41*,8,12
hIAP block,6,11,-7,-5,-4,3,-18,10,14,12
mIAP block,-4,18,4,0,-1,0,2,-20,-7,-10
hIAP act,0.94,0.89,1.1,1,1,0.97,1.2,0.9,0.86,0.88
NALP3 yeast inh,-7,-2,14,14,9,11,5,19,-5,13
mIAP activ,1,0.82,0.96,1,1,1,0.98,1.2,1.1,1.1
ATG4B inh,0,26,3,-1,3,-8,-10,-6,1,-17
TIM10 inh,14,10,1,2,-9,7,-4,-11,-4,13

11: CCc1c(O)cc(=O)n(-c2ccccc2)c1-c1ccccc1
12: COc1ccc(CC(=O)Nc2ccc(N3CCCCC3)cc2)cc1
13: COC(=O)[C@H]1C[C@@H](c2ccccc2)[C@H](C)C1(C)C
14: Cc1ccc(S(=O)(=O)Nc2csc(C)c2C(=O)O)cc1
15: CCCC(C)C(=O)Nc1cc(S(=O)(=O)N2CCCCC2)ccc1N1CCOCC1 (centres undefined)
16: N#Cc1c(SCC(=O)Nc2nccs2)nc2c(c1-c1ccco1)CCCC2
17: CCN1CCN(Cc2cccc(Oc3ccc(Cl)cc3)c2)CC1
18: CC(=O)c1cccc(N(CC(=O)NC2CCCC2)C(=O)CNC(=O)c2cccs2)c1
19: COc1ccccc1Nc1nc2ccccc2[nH]1
20: CC(=O)Nc1nc(C)c(Oc2ccc(Cl)cc2Cl)c(=O)[nH]1

Screen / compound no.,11,12,13,14,15,16,17,18,19,20
Apaf1 inhib,3,-5,-8,-19,-6,14,-10,4,-2,7
tim10-1 inh,21,14,2,-15,-2,9,16,-3,-3,13
hIAP block,1,0,-5,-4,-6,-4,-2,4,7,-16
mIAP block,7,-9,4,18,4,-7,-2,3,-9,2
hIAP act,0.99,1,1.1,1,1.1,1,1,0.96,0.93,1.2
NALP3 yeast inh,9,16,-4,3,13,-5,25,7,14,12
mIAP activ,0.93,1.1,0.95,0.82,0.96,1.1,1,0.97,1.1,0.98
ATG4B inh,2,-8,-13,4,5,-6,-12,-2,0,6
TIM10 inh,27,6,10,-13,5,-7,13,-13,1,-6

21: CC(C)(C)c1cc(C(=O)NNC(=O)Nc2cccc(Cl)c2)n(Cc2ccccc2)n1
22: Cc1ccnc(NS(=O)(=O)c2ccc(N3C(=O)Nc4ccccc4N3O)cc2)c1
23: CCN(CC)S(=O)(=O)c1ccc2c(c1)nc(CCC(=O)Nc1ccc3c(c1)OCO3)n2C
24: O=C(c1ccco1)N1CCN(C(c2ccccc2Cl)c2nnnn2CC2CCCO2)CC1 (centres undefined)
25: CC(=O)Nc1ccc(NC(=O)C2CC(=O)N(Cc3ccccc3)C2)cc1 (centres undefined)
26: CCN(CCn1cccn1)C(=O)CC1C(=O)NCCN1CC1CCCCC1 (centres undefined)
27: [O-]/[N+](=C\c1ccccc1)c1ccccc1
28: CCC(=O)Nc1ccc(-c2csc(C)n2)cc1
29: O=c1cc(CSc2nnnn2-c2ccccc2)[nH]c2[nH]n(-c3ccccc3)c(=O)c12
30: COc1ccc(N(CC(=O)NCC2CCCO2)C(=O)CCC(=O)Nc2nccs2)cc1 (centres undefined)

Screen / compound no.,21,22,23,24,25,26,27,28,29,30
Apaf1 inhib,3,-4,5,-3,-19,3,-10,-1,7,-7
tim10-1 inh,5,-5,20,19,5,14,-14,-10,7,9
hIAP block,-35,-10,-1,-28,0,-1,-4,-4,6,16
mIAP block,4,-8,15,0,-7,8,1,-11,13,3
hIAP act,1.4,1.1,1,1.3,1,1,1,1,0.94,0.84
NALP3 yeast inh,-6,14,12,13,-4,19,11,8,11,12
mIAP activ,0.96,1.1,0.85,1,1.1,0.92,0.99,1.1,0.87,0.97
ATG4B inh,2,-6,-5,4,-4,-2,-6,-1,1,-2
TIM10 inh,6,11,-3,-6,12,-19,-12,-5,1,6

One compound at a time, from the list above. Order of values: Apaf1 inhib	tim10-1 inh	hIAP block	mIAP block	hIAP act	NALP3 yeast inh	mIAP activ	ATG4B inh	TIM10 inh
Results for CC(=O)Nc1ccc(NC(=O)C2CC(=O)N(Cc3ccccc3)C2)cc1 (centres undefined) → -19	5	0	-7	1	-4	1.1	-4	12
Results for O=c1cc(CSc2nnnn2-c2ccccc2)[nH]c2[nH]n(-c3ccccc3)c(=O)c12 → 7	7	6	13	0.94	11	0.87	1	1
Results for Cc1ccnc(NS(=O)(=O)c2ccc(N3C(=O)Nc4ccccc4N3O)cc2)c1 → -4	-5	-10	-8	1.1	14	1.1	-6	11

Later entries:
31: O=C(Nc1ccncc1)c1cc(-c2ccccn2)nc2ccccc12
32: Cc1cccc(NC(=O)c2ccc(S(=O)(=O)N3CCOCC3)cc2)n1
33: CCOC(=O)C[N+](CC)(CC)CC#Cc1ccccc1
34: CCOc1ccc(OCC(=O)Nc2ccc(OC)cc2)cc1
35: O=C(NCc1ccccc1)c1ncn(Cc2ccccc2)c1C(=O)NCc1ccccc1
36: O=C(CCc1nc2ccccc2s1)OCc1ccccc1
37: COc1ccc(N2CCN(c3nc4ccccc4nc3NS(=O)(=O)c3ccccc3)CC2)cc1
38: O=C(c1ccco1)N1CCN(C(=O)c2cc(-c3ccccc3F)no2)CC1
39: COC(=O)CCN(C(=O)c1ccc(Cl)c([N+](=O)[O-])c1)c1ccccn1
40: CC(=O)c1c(C)[nH]c(C(=O)OCC(=O)NCc2cccs2)c1C

Screen / compound no.,31,32,33,34,35,36,37,38,39,40
Apaf1 inhib,-5,1,-17,12,18,7,13,-6,-11,-3
tim10-1 inh,19,10,5,1,-2,-1,17,26,-6,13
hIAP block,-10,-13,-3,-11,2,3,29,-15,-2,6
mIAP block,-5,-11,3,-17,5,0,2,2,-2,-3
hIAP act,1.1,1.1,1,1.1,0.98,0.97,0.71,1.1,1,0.94
NALP3 yeast inh,8,12,11,20,16,24,21,-4,-12,5
mIAP activ,1.1,1.1,0.97,1.2,0.95,1,0.98,0.98,1,1
ATG4B inh,-9,-1,2,-9,-2,26,-4,0,5,-10
TIM10 inh,-7,-4,-3,-1,-1,-4,5,4,-5,4

Pulled by structure from the list above (2):
38: O=C(c1ccco1)N1CCN(C(=O)c2cc(-c3ccccc3F)no2)CC1
39: COC(=O)CCN(C(=O)c1ccc(Cl)c([N+](=O)[O-])c1)c1ccccn1

Screen / compound no.,38,39
Apaf1 inhib,-6,-11
tim10-1 inh,26,-6
hIAP block,-15,-2
mIAP block,2,-2
hIAP act,1.1,1
NALP3 yeast inh,-4,-12
mIAP activ,0.98,1
ATG4B inh,0,5
TIM10 inh,4,-5

(listing goes on)
41: Oc1ccccc1N1CCN(CC(O)COCc2ccccc2Cl)CC1 (centres undefined)
42: CCN(CC)S(=O)(=O)c1cc(NC(=O)c2ccc3c(c2)NC(=O)C(C)S3)ccc1C (centres undefined)
43: CCn1c(=S)sc2c(=O)n(-c3ccccc3)c(SCC(=O)NCc3ccco3)nc21
44: CCC1CCCCN1C(=O)CSc1nc(N)cc(N)n1 (centres undefined)
45: CCOCCCNC(=O)c1cn2c3c(ccc(Cl)c3c1=O)OC(C)C2 (centres undefined)
46: Cc1nc2ncnn2c(C)c1CCC(=O)N1CCCCC1
47: O=C(COc1ccc(Cl)cc1)NCCCn1ccnc1
48: Cc1ccccc1S(=O)Cc1ccc(C(=O)NC2CCN(Cc3ccccc3)CC2)o1 (centres undefined)
49: Cc1cc(Cl)ccc1-n1c(-c2cccnc2)n[nH]c1=S
50: O=C(c1cccs1)N1CC=C(c2ccccc2)CC1

Screen / compound no.,41,42,43,44,45,46,47,48,49,50
Apaf1 inhib,-2,13,-15,-2,3,3,11,-6,-16,11
tim10-1 inh,-47,2,9,2,20,3,13,20,-2,18
hIAP block,-11,-3,2,0,8,10,-16,8,5,-13
mIAP block,3,19,4,5,8,1,0,8,11,0
hIAP act,1.1,1,0.98,1,0.92,0.9,1.2,0.92,0.95,1.1
NALP3 yeast inh,26,-6,6,22,12,11,7,12,29,44
mIAP activ,0.97,0.81,0.96,0.95,0.92,0.99,1,0.93,0.89,1
ATG4B inh,-8,-18,8,3,5,-12,4,-7,5,-1
TIM10 inh,-8,3,7,4,-3,7,-9,-6,-3,-3

51: COc1cccc(CNC2CCCc3ccccc32)c1OC (centres undefined)
52: O=C(CCN1CCN(c2ccccc2)CC1)Nc1ccccc1F
53: CCCOC(=O)C1C2C=CC(C2)C1C(=O)OCC(=O)c1ccccc1 (centres undefined)
54: O=C(COC(=O)c1ccccc1O)NCc1ccccc1Cl
55: Cc1ccc(NC(=O)CCOc2ccccc2C)cc1F
56: Cn1c(/C=C/c2cccc([N+](=O)[O-])c2)nc2ccccc2c1=O
57: CCCCCCC(=O)Nc1ccc(C(=O)N/N=C/c2cccnc2)cc1
58: CCN(CC)CCCNC(=O)C1c2ccccc2C(=O)N(C)C1c1ccc(OC)cc1 (centres undefined)
59: Cc1cc(C)c(C(=O)OCC(=O)NC(=O)c2ccccc2)c(C)c1
60: CCn1c(SC(C)C(=O)O)nnc1-c1cccnc1 (centres undefined)
61: CCOC(=O)c1csc(NC(=O)c2ccc3c(c2)OCCO3)n1
62: CC1(C)Cc2c(cnn2-c2ccc(F)cc2)C(NC(=O)C2=NNC(=O)CC2)C1 (centres undefined)
63: O=c1c2ccccc2cnn1Cc1cccc(Br)c1

Screen / compound no.,51,52,53,54,55,56,57,58,59,60,61,62,63
Apaf1 inhib,2,6,7,1,3,0,9,3,3,-2,1,0,-3
tim10-1 inh,-4,15,18,-4,21,-8,18,3,7,8,20,18,-3
hIAP block,10,7,8,3,-3,4,3,18,13,-7,-1,3,0
mIAP block,2,1,7,-7,-14,8,3,2,3,-2,1,2,-2
hIAP act,0.9,0.93,0.92,0.97,1,0.96,0.97,0.82,0.87,1.1,1,0.97,1
NALP3 yeast inh,1,-4,13,32,21,22,2,23,4,-5,15,7,23
mIAP activ,0.98,0.99,0.93,1.1,1.1,0.92,0.97,0.98,0.97,1,0.99,0.98,1
ATG4B inh,4,-7,1,6,4,-3,-32,-3,-1,-7,1,-3,0
TIM10 inh,4,3,10,-4,22,-5,6,-4,9,-12,16,10,-2

A draw from above in order of heavy-atom count, falling.
53: CCCOC(=O)C1C2C=CC(C2)C1C(=O)OCC(=O)c1ccccc1 (centres undefined)
61: CCOC(=O)c1csc(NC(=O)c2ccc3c(c2)OCCO3)n1
55: Cc1ccc(NC(=O)CCOc2ccccc2C)cc1F

Screen / compound no.,53,61,55
Apaf1 inhib,7,1,3
tim10-1 inh,18,20,21
hIAP block,8,-1,-3
mIAP block,7,1,-14
hIAP act,0.92,1,1
NALP3 yeast inh,13,15,21
mIAP activ,0.93,0.99,1.1
ATG4B inh,1,1,4
TIM10 inh,10,16,22

Screening data from PubChem BioAssay.
